Smad3 inh: Smad3 (human) transcription factor binding inhibition; P84022; TR-FRET Smad3/Dy647-FoxH1 peptide binding, europium anti-His; inhibition, % at 25 µM; 0.29% of 88,000 active; AID 630;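 active = compounds that reduce the energy-transfer binding signal between the protein and its labelled peptide by more than half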;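 also: 0% = Smad3 plus labelled peptide maximal FRET and 100% = peptide-only background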
Target sequence (P84022 whole entry, looked up): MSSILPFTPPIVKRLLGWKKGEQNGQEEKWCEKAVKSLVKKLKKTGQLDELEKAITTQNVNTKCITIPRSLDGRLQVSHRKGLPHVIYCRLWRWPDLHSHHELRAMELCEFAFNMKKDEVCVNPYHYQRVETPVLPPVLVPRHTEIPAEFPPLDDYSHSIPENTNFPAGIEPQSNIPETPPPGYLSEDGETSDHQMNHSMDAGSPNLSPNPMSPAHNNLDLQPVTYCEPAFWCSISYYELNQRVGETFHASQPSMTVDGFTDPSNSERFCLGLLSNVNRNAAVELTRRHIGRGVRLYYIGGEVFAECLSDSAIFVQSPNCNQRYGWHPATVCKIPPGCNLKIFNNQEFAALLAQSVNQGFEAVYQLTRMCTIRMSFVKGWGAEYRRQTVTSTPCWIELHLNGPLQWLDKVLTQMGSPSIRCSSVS
Calb biofilm kill: kills Candida albicans biofilms; C. albicans biofilm + clotrimazole, Alamar Blue; inhibition, % at 6 µM; 0.14% of 85,000 active;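 active = inhibition above 20%; inactive = inhibition below 20%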;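 also: preformed 24 hr biofilms exposed to compound for 48 hr; 0% = biofilm without compound and 100% = blank killed by clotrimazole plus chlorhexidine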
HUVEC tox IL1B: toxic to HUVEC cells under IL-1B stimulation; AID 845; cell count reduction, % at 2 µM; 0.41% of 94,000 active; HUVEC cell count loss, Hoechst imaging, IL-1B stimulated;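 active = cell count reduction more than 3 SD above the screen-wide mean, cut at about 70% in these data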;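 also: normalized per plate to untreated control cells as the no-loss baseline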
MT1-MMP txn act: MT1-MMP promoter transcription activation. HT1080 MT1-MMP promoter luciferase reporter, luminescence, overnight; hits give high values. activation factor at 10 µM. 0.16% of 86,000 active. AID 750;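 active = activation factor of at least 2 for MT1-MMP transcription at 10 µM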
DAT uptake mod: human DAT dopamine uptake with cocaine, either direction | Q01959 | LLC-PK1 hDAT cells, [14C]-dopamine uptake with cocaine IC80; actives deviate in either direction | B-score at 10 µM | 1.3% of 110,000 active | AID 449768;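 active = Z score or B-score, a plate-position-corrected score, falls beyond the plate's 99.7% confidence bounds, in either direction; inactive = both scores lie inside the 99.7% bounds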;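 also: scored against the spread of the other compound wells on the same plate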
Target sequence (Q01959 whole entry, looked up): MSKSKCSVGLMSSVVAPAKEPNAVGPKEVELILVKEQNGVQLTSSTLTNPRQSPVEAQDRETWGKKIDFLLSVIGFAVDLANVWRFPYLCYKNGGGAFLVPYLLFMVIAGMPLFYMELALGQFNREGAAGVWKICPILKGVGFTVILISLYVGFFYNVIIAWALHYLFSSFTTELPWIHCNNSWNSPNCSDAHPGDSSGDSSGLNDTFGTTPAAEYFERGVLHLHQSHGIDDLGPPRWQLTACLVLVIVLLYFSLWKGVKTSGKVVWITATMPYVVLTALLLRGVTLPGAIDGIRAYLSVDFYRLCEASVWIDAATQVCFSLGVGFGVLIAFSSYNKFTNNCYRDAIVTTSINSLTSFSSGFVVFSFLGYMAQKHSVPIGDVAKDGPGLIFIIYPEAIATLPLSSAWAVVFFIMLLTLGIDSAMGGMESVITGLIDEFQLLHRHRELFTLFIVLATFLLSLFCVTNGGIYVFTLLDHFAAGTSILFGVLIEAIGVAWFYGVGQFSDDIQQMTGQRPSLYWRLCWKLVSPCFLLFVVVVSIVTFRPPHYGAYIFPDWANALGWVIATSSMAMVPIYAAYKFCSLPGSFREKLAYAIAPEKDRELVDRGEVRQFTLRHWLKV
HUVEC tox TNFa: HUVEC cytotoxicity counter-screen, TNF alpha stimulated | cell count reduction, % at 2 µM | 0.17% of 93,000 active | AID 848 | HUVEC TNFalpha-stimulated, Hoechst cell count, imaging;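 active = cell count reduction exceeding the screen mean by over 5 SD, scaled to untreated wells per plate, cut at about 78% in these data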;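 also: cells counted after 24 h of TNF alpha exposure following the 1 h pretreatment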
LYP inh 2: LYP (human) phosphatase inhibition. Q9Y2R2. recombinant LYP catalytic domain, DiFMUP fluorescence. inhibition, % at 2 µM. 0.21% of 96,000 active;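 active = inhibition at 2 µM at or above a set limit, the screen mean plus 3 SD, cut at about 24% in these data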;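 also: 0% = DMSO with enzyme and 100% = enzyme fully blocked by orthovanadate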
F-actin modifier: modifiers of cytoskeleton assembly | HUVEC TNFa F-actin phalloidin imaging, high content | inhibition, % at 2 µM | 0.18% of 91,000 active | AID 836;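 active = inhibition above the batch mean plus 3 SD and confirmed as a hit by visual image inspection, cut at about 30% in these data, passing the limit was not always enough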; also: strong numbers were not always called active
VCAM1 TNFa inh: reduces TNF alpha induced VCAM1 expression in HUVEC. AID 802. inhibition, % at 2 µM. 0.48% of 95,000 active. HUVEC TNFa-induced VCAM-1 immunofluorescence, high-content imaging;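 active = inhibition above the batch mean plus 3 SD, with images confirmed as a hit by eye, cut at about 37% in these data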;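 also: 0% = TNF-stimulated DMSO wells and 100% = unstimulated control wells; not every result past the cut was called active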
* hit, by the source's call; nt = no result given; [ ] = remark or other dose. Not all compounds are listed (hit frequency here may not be typical).

no.	SMILES	Smad3 inh	Calb biofilm kill	HUVEC tox IL1B	MT1-MMP txn act	DAT uptake mod
1	Cc1ccccc1OCc1nc(-c2ccc(Br)o2)no1	-13	16	8	nt	-1.4
2	O=C(Nc1cccc(Cl)c1)c1ccc(NCCCN2CCOCC2)c([N+](=O)[O-])c1	nt	nt	15	nt	0.015
3	CCC(Sc1ccc2nnc(-c3cccnc3)n2n1)C(=O)O (stereo unspecified)	-2	14	nt	1.1	0.63
4	O=C(Nc1ccc(SC(F)F)cc1)c1cccc2nc3ccccc3nc12	-3	1	3	1.2	0.25
5	CC1Cc2ccccc2N1C(=O)C1CCCCN1S(=O)(=O)c1ccccc1 (stereo unspecified)	-1	6	-29	1.1	-1.7
6	COc1cccc(Cn2c(NCc3ccco3)nc3c2c(=O)n(C)c(=O)n3C)c1	7	5	nt	0.9	-1.6
7	CCN(c1ccccc1)S(=O)(=O)c1ccc2[nH]cc(C(=O)NCCOC)c(=O)c2c1	6	5	-58	1.2	0.74
8	COc1ccc(CNc2ncnc3cc(OC)c(OC)cc23)cc1	nt	nt	12	nt	1.5
9	COc1ccc(CCNC(=O)CCn2c(=O)[nH]c3cc(OC)c(OC)cc3c2=O)cc1OC	6	6	1	1	-0.89
10	c1ccc(C(c2ccccc2)c2nc(-c3cccnc3)no2)cc1	nt	nt	-27	nt	1
11	COC(=O)CCC(=O)Nc1cccc2ccccc12	-5	4	8	1.2	-0.0077
12	Oc1ccccc1C1=Nc2ccccc2N=C(c2ccco2)C1	6	4	-3	1.2	0.049
13	CC(=O)N1CCCc2cc(S(=O)(=O)CCC(=O)N3CCN(c4cccc(C)c4)C(C)C3)ccc21 (stereo unspecified)	10	12	-4	1.1	nt
14	CCCn1c(/N=C/c2ccc3c(c2)OCO3)nc2ccccc21	13	4	nt	1.1	-0.27
15	CN(C)c1ccc(CN(C(=O)COc2ccc(Br)cc2)C2CCS(=O)(=O)C2)cc1 (stereo unspecified)	-1	8	-24	1.2	1.7

no.	HUVEC tox TNFa	LYP inh 2	F-actin modifier	VCAM1 TNFa inh
1	-26	13	24	-3
2	-19	4	-13	-10
3	nt	nt	nt	nt
4	-6	1	-6	-8
5	4	16	4	-5
6	nt	nt	nt	nt
7	-8	-1	17	7
8	-7	16	5	-2
9	-10	8	-16	-5
10	-6	-3	6	-8
11	12	4	-17	4
12	22	-1	-22	27
13	-11	-6	2	-10
14	4	-4	-2	5
15	-33	-5	-14	8

Next section
no.	SMILES	Smad3 inh	Calb biofilm kill	HUVEC tox IL1B	MT1-MMP txn act	DAT uptake mod
16	CCCCNc1cc(=O)n(C)c(=O)n1C	nt	nt	8	1.1	-1.9
17	CCOC(=O)C1CCN(C(=O)COc2ccc(Cl)cc2C)CC1	1	4	7	1.2	-0.064
18	Cc1nnc2sc(-c3ccccn3)nn12	11[fluorescence artefact?]	5	nt	1.2	-0.95
19	CCOC(=O)c1cnn(-c2nc(-c3ccccc3F)cs2)c1C(F)(F)F	nt	nt	-7	nt	-0.021
20	CC(=O)c1sc(NC(=O)c2ccco2)nc1-c1ccccc1	-1	1	10	1.2	-0.11
21	COc1ccccc1NS(=O)(=O)c1cc(Cl)ccc1OC	-4	3	nt	1.2	1.1
22	O=C1NN(c2ccc(Cl)c(Cl)c2)C(=O)/C1=C/c1cccc(OC(=O)c2cccs2)c1	1	-3	1	1.3	-0.42
23	O=C(Nc1ccc(Cl)cc1)N(Cc1cccs1)Cc1cccs1	-1	4	-27	1.1	0.15
24	CCOc1ccc(-n2c(SCC(=O)Nc3cc(C)on3)nnc2-c2c[nH]c3ccccc23)cc1	1	0	-6	1	-0.4
25	O=C(c1cc2ccccc2oc1=O)N1CCSC1c1ccco1 (stereo unspecified)	-10	6	-39	1	-0.73
26	Cc1cc(C)c2c(c1)/C(=N/NS(=O)(=O)c1ccc(Br)cc1)CCC2	nt	nt	4	nt	-0.023
27	Cc1cc2ccccc2c(=O)n1CC(=O)NCC(=O)N1CCCC(C)C1 (stereo unspecified)	0	-2	-3	1	-0.37
28	Cc1cccc(NC(=O)C2CCCN2S(=O)(=O)c2cccc3cccnc23)c1 (stereo unspecified)	8	8	5	1.1	1.2
29	CN1c2ccccc2C(C)(C)[C@]12C=Cc1cc(O)ccc1O2	2	9	4	0.9	1.4
30	CCOc1ccc(Cc2c(Cl)nc(N)nc2Cl)cc1	nt	nt	-12	nt	0.014

no.	HUVEC tox TNFa	LYP inh 2	F-actin modifier	VCAM1 TNFa inh
16	-60	5	7	-5
17	-5	-3	-7	4
18	nt	nt	nt	nt
19	-17	-4	-13	-9
20	-41	-30	-12	15
21	nt	nt	nt	nt
22	9	8	-11	15
23	-45	-4	2	7
24	-5	1	-3	-3
25	-36	-14	-11	-20
26	-10	-12	12	11
27	-26	-2	nt	-5
28	-25	4	-3	2
29	-7	-9	-7	-3
30	9	2	-37	8

(cont.)
no.	SMILES	Smad3 inh	Calb biofilm kill	HUVEC tox IL1B	MT1-MMP txn act	DAT uptake mod
31	CCCC1CCC(c2nc(-c3cccnc3)no2)CC1 (stereo unspecified)	0	2	-4	1.5	-0.71
32	O=C(NCc1cccs1)C1CC(=O)N(c2ccccc2)C1 (stereo unspecified)	-14	4	-19	1.1	0.32
33	O=C(O)C1C(c2ccccc2)C(C(=O)Oc2ccc(O)cc2)C1c1ccccc1 (stereo unspecified)	3	4	10	1.1	-0.36
34	C=CCNC(=O)c1onc(CSc2ccc(OC)cc2)c1C(=O)O	nt	nt	6	nt	0.02
35	Cn1cc(C(=O)c2ccc(Cl)cc2Cl)cc1C(=O)O	nt	nt	10	nt	nt
36	O=C(O)c1ccccc1S(=O)(=O)Cc1ccccc1	9	6	nt	1.1	-0.68
37	O=C1CC(c2cc3c(cc2Br)OCO3)C2=C(CCCC2=O)N1 (stereo unspecified)	-4	5	-30	1	nt
38	CC1CCc2nc(NC(=O)C3CCCO3)sc2C1 (stereo unspecified)	-3	4	-10	nt	-0.66
39	COc1ccccc1CC(NC(C)=O)C(=O)N1CCN(C(=O)c2cccs2)CC1 (stereo unspecified)	6	6	-23	1.2	-0.23
40	CCCCn1c(CCC(=O)O)ccc1-c1cccs1	nt	nt	-11	1.1	0.024
41	O=C(CCNC(=O)Cn1ccc2ccccc2c1=O)NCCCN1CCN(c2ccc(F)cc2)CC1	-1	3	29	1.1	2.7
42	CCOC(=O)c1nnn(-c2nonc2N)c1-c1cccs1	-9	5	-3	1.1	-0.086
43	COc1ccc2oc(=O)c(C(=O)n3ccc(C)n3)cc2c1	-13	3	-5	1.1	-0.9
44	Cc1ccc2occ(CN3CCN(Cc4ccccc4)CC3)c(=O)c2c1	nt	nt	-26	nt	nt
45	COc1ccc(C(=O)N2CCN(c3cccc(Cl)c3)CC2)cc1	11[fluorescence artefact?]	8	0	1.3	1.6

no.	HUVEC tox TNFa	LYP inh 2	F-actin modifier	VCAM1 TNFa inh
31	-18	8	0	-24
32	13	2	0	11
33	18	-11	19	-4
34	-23	16	23	-11
35	9	10	10	23
36	nt	nt	nt	nt
37	62	7	-6	36
38	-24	-15	19	12
39	-6	2	-12	7
40	-12	7	4	4
41	-24	-10	-15	20
42	-30	2	-6	7
43	4	7	-7	0
44	-15	-6	-8	-5
45	-25	-1	-6	4

Going on with the list.
no.	SMILES	Smad3 inh	Calb biofilm kill	HUVEC tox IL1B	MT1-MMP txn act	DAT uptake mod
46	CC1CCN(CCNC(=O)CCS(=O)(=O)c2ccc(Br)cc2)CC1	-3	4	nt	1.2	-0.89
47	COc1ccc(OC)c(NC(=O)CSc2nnc(Cc3cccn3C)n2-c2ccc(F)cc2)c1	10	7	-16	1.1	2.2
48	O=C(OCC(=O)N1CCN(C(=O)c2ccco2)CC1)c1sc2ccccc2c1Cl	-5	nt	-24	1.1	3
49	Cc1nc(CCNC(=O)c2cccs2)cs1	10	8	-34	1.2	0.5
50	COC(=O)c1ccccc1NC(=O)COc1ccccc1	-16	-3	-100	1.1	-0.38
51	O=C(CCN1C(=O)CSC1=O)Nc1ccccc1	-10	2	2	1.2	-0.74
52	Cc1nn(-c2ccccc2)c(C)c1NC(=O)Cc1cccs1	5	8	nt	1.1	0.033
53	CC(C)NC(=O)N1CCN(c2ccncc2S(=O)(=O)N2CCOCC2)CC1	nt	nt	-7	nt	0.11
54	COc1cccc(C2CC(=O)Nc3cc4c(cc32)OCCO4)c1OC(C)C (stereo unspecified)	2	11	nt	1	-0.025
55	Cc1ccc(S(=O)(=O)/N=C(/NC(=S)Nc2ccccc2)c2ccccc2)cc1	nt	nt	0	nt	-0.32
56	O=C1C2C(C(=O)N1c1ccc3c(c1)OCO3)C1C=CC2C12CC2 (stereo unspecified)	5	5	-15	1.2	0.34
57	CCCCN(C)CCn1c(=S)[nH]c2ncccc2c1=O	-3	8	-3	1.2	0.031
58	CC1CCCC(NC(=O)COC(=O)c2ccc3ccccc3n2)C1C (stereo unspecified)	0	7	3	1.1	-0.31
59	CCOC(=O)c1c(NC(=O)c2nc3n(n2)C(C(F)F)CC(C)N3)sc2c1CCCC2 (stereo unspecified)	2[fluorescence artefact?]	-1	-3	1.1	-0.58
60	O=C(Cn1nnc(-c2ccc(S(=O)(=O)N3CCCC3)cc2)n1)Nc1ccccc1-n1cccc1	6	10	1	0.9	-0.13

no.	HUVEC tox TNFa	LYP inh 2	F-actin modifier	VCAM1 TNFa inh
46	nt	nt	nt	nt
47	8	-3	-12	5
48	-41	-17	0	-51
49	-26	9	-8	19
50	-12	-3	-27	-25
51	38	0	29	3
52	nt	nt	nt	nt
53	-12	2	-10	18
54	nt	nt	nt	nt
55	-10	-1	1	11
56	-25	7	4	10
57	12	-10	-16	16
58	-8	2	-6	28
59	15	9	-19	-5
60	36	0	2	67

Complete entries, looked up by structure. Screens in order: Smad3 inh, Calb biofilm kill, HUVEC tox IL1B, MT1-MMP txn act, DAT uptake mod, HUVEC tox TNFa, LYP inh 2, F-actin modifier, VCAM1 TNFa inh
`COc1ccc(OC)c(NC(=O)CSc2nnc(Cc3cccn3C)n2-c2ccc(F)cc2)c1` is listed as 10, 7, -16, 1.1, 2.2, 8, -3, -12, 5
`Cc1nc(CCNC(=O)c2cccs2)cs1` is listed as 10, 8, -34, 1.2, 0.5, -26, 9, -8, 19
`O=C(Cn1nnc(-c2ccc(S(=O)(=O)N3CCCC3)cc2)n1)Nc1ccccc1-n1cccc1` is listed as 6, 10, 1, 0.9, -0.13, 36, 0, 2, 67

More records follow.
no.	SMILES	Smad3 inh	Calb biofilm kill	HUVEC tox IL1B	MT1-MMP txn act	DAT uptake mod
61	O=C(c1ccc(F)cc1)C1CCN(C(=O)Nc2ccc(F)cc2)CC1	-1	2	60	1	0.93
62	Cn1c(NC(=O)c2cc(Br)ccc2Cl)cc(=O)n(C)c1=O	nt	nt	16	1.1	-0.37
63	O=C(NC1CCCCC1)C(c1cccs1)N(C(=O)c1ccco1)c1ccc2c(c1)OCCO2 (stereo unspecified)	0	7	-36	1.2	0.95
64	O=C(Nc1cccc(NC(=O)c2cccs2)c1)c1ccco1	7	3	23	1	-0.014
65	CCOc1ccc2nc(NC(=O)CN3CCN(C)CC3)sc2c1	-11	9	-3	1.3	0.26
66	CN(CCc1ccccn1)C(=O)c1nn2c(C(F)(F)F)cc(-c3ccco3)nc2c1Cl	-1	7	14	1	-1.4
67	COc1ccc2c(c1)cc(C)c1nnc(SCC(=O)N3CCN(C(=O)c4ccco4)CC3)n12	-8	6	nt	1.1	0.14

no.	HUVEC tox TNFa	LYP inh 2	F-actin modifier	VCAM1 TNFa inh
61	3	9	8	-12
62	35	-2	-2	7
63	8	1	-28	-20
64	-33	-2	16	2
65	2	0	6	22
66	-32	10	31	8
67	nt	nt	nt	nt
